Assay outcomes (PubChem BioAssay)
CBFb-RUNX1 inh = CBF-beta/RUNX1 interaction disruption | Potency, µM (top dose mostly 59.8 µM), for the others: at the highest dose activity, negative = inhibition, most hits filed as inhibitors | AlphaScreen CBFb-His/RUNX1-biotin binding, biochemical | 230,000 tested, under 10 active | AID 1477 | Q01196+Q13951; also: % of control where 0% means no effect
Target sequence (Q01196 whole entry, looked up): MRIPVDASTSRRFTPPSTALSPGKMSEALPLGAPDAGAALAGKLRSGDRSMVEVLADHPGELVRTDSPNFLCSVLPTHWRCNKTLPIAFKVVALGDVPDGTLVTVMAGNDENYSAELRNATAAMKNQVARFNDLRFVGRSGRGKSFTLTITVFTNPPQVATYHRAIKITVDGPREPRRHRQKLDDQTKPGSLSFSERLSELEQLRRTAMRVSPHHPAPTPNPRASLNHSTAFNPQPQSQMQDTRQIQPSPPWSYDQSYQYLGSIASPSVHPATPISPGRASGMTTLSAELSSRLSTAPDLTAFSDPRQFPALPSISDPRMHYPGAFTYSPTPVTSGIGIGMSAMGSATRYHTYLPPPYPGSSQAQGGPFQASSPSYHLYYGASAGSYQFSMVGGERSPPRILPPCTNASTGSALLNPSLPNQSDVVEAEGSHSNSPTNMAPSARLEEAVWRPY
Target sequence (Q13951 whole entry, looked up): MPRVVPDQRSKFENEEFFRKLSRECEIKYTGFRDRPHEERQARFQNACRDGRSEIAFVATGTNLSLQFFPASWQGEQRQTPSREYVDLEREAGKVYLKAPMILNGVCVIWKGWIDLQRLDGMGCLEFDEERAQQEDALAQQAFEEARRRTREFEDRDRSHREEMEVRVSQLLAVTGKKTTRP
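CBF-beta (His) and RUNX1 (biotin), 30 nM each; 20 min preassociation; + compound, 15 min; + beads 50 ng each (Ni, streptavidin), 90 min; RT; AlphaScreen read.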
HttQ103 aggreg = mutant huntingtin aggregation inhibition. PC12 HttQ103-GFP aggregates, Acumen cytometry, 40 h. Potency, µM (series often up to 46.1 µM), inactives show at the top dose activity change, negative = inhibition, most hits filed as inhibitors. hit rate 1.1% among 220,000. AID 1688; also: potency is read from the fitted curve at half-maximal effect; % is scaled to controls: 0 for no effect and ±100 for the full control effect; nearly all actives have a fitted effect of over 60% in size
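Steps: seed 1500 PC12 HTTQ103-GFP cells/well; add tebufenozide, 100 nM final; add compound titration; add ATPLite reagent; quantify GFP aggregates by laser scanning cytometry.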
HTT cytoprotect = protects HTT-Q103 PC12 cells, measured by ATP | Potency, µM (titrated, usually from 56.4 µM), for the others: cytoprotection (ATP increase), usual class: activators | hit rate 0.14% among 230,000 | AID 1471 | PC12 HTT-Q103 induced, cytoprotection, ATP luminescence, 40 h;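 also: potency is read from the fitted curve at half-maximal effect; % of control where 0% means no effect; nearly all actives have a fitted effect of over 45% in size; toxic huntingtin expression switched on by the ecdysone agonist tebufenozide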
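Stable PC12 Q103-GFP cells in serum-supplemented, phenol red-free DMEM; induction by tebufenozide at 100 nM final; compound dose series; cell viability quantified luminescently from ATP.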
GAA glycogen = GAA glycogen-cleavage inhibition or activation | P10253 | recombinant GAA, glycogen substrate, Amplex Red glucose oxidase fluorescence | Potency, µM (top dose mostly 76.4 µM), for the others: top-dose activity change, negative = inhibition, most hits filed as inhibitors | hit rate 0.38% among 300,000 | AID 2100;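 also: potency is read from the fitted curve at half-maximal effect; 0% = full enzyme reaction and -100% = no-enzyme basal signal; the screen sought inhibitors and activators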
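Recombinant enzyme (4 nM final) with compounds titrated up to 77 uM and bovine liver glycogen (30 ug) in citrate pH 5.0, 0.01% Tween-20, 37 C 40 min. Released glucose detected by Amplex Red/glucose oxidase (Ex 573/Em 610); AC50 from Hill fits.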
Lamin A splicing = modulators of lamin A splicing; HeLa LMNA splicing GFP/RFP minigene ratio, 48 h; Potency, µM (highest dose often 46.1 µM), without a hit: at the top dose ratio change, negative = inhibition, hits mostly inhibitors; hit rate 0.01% among 200,000; AID 1487; active = well fitted inhibition curve with a large enough effect in the signal ratio, with a control signal flat, not every such curve was filed as active; inconclusive = small, poorly fitted or top-dose-only effect, or effect the other way, or a change in a side signal; the % refers to the signal ratio; also: potency is read from the fitted curve at half-maximal effect; % is scaled to controls: 0 for no effect and ±100 for the full control effect
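Read-out is the ratio of GFP to DsRed2 object intensity, acquired by 488 nm laser-scanning cytometry on HeLa lamin A-EGFP minigene reporter cells. Compound incubation 48 hrs at 37 °C in Opti-MEM with 2% FBS; DMSO 0.5% final.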
aGlu spleen mod = inhibits or activates alpha-glucosidase in human spleen homogenate; P10253; human spleen homogenate, 4-MU-alpha-glucoside fluorescence; Potency, µM (doses to about 79.9 µM), for inactives: at the top dose activity change, negative = inhibition, hits mostly inhibitors; hit rate 0.006% among 240,000;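 also: potency is read from the fitted curve at half-maximal effect; 0% = enzyme with vehicle and -100% = no enzyme basal signal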
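Enzyme source: human spleen homogenate, 1 ug/well. Buffer 50 mM citric acid/K phosphate pH 5.0, 0.01% Tween-20. 4-MU-alpha-glucoside 1 mM; 37 C x 40 min; NaOH/glycine stop; fluorescence.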
GAA inhib = alpha-glucosidase (human) inhibition | P10253 | purified human GAA, 4-MU-alpha-glucoside fluorescence | Potency, µM (highest dose often 76.9 µM), inactives show top-dose activity change, negative = inhibition, actives largely listed as inhibitors | hit rate 0.005% among 200,000;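 also: potency is read from the fitted curve at half-maximal effect; plate controls were uninhibited enzyme wells for no effect and no-enzyme background for full effect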
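Compounds are titrated up to 77 uM against 4 nM human enzyme. Substrate 4-methylumbelliferyl-alpha-D-pyranoside (400 uM) reacts 20 min at room temperature in pH 5.0 buffer; liberated 4-methylumbelliferone is read at 440 nm.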
* marks the source's active call; other numbers are inactive results; ? = inconclusive; / = no result given; [ ] = another dose, or the depositor's remark. Unless noted, calls follow the shape of the dose curve; as a rule, active = well fitted curve in the direction sought with a large enough effect; inconclusive = small, poorly fitted or top-dose-only effect, or another doubt; inactive = no such curve, though single readings can be large; an effect the other way counts as inactive or inconclusive.

Every second line gives: aGlu spleen mod	CBFb-RUNX1 inh	HTT cytoprotect	GAA inhib	HttQ103 aggreg	Lamin A splicing	GAA glycogen
#1 O=S(=O)(NC1CCCC1)c1ccc(S(=O)(=O)NC2CCCC2)cc1
→ -9%	-1%	-4%	-7%	-17%	1%	2%
#2 Clc1ccc(OCCSc2ncccn2)c(Br)c1
→ 0%	24%	-88%[inhibitor]	-4%	2%[9.22 µM]	8%[46 µM]	-8%
#3 CON/C=N/C(=S)Nc1ncc(C(F)(F)F)cc1Cl
→ -8%	-3%	/	-1%	27%	/	4%
#4 Cc1cc(C)c2nc(SC(C)C(=O)NCC(=O)Nc3ccc(F)c(F)c3F)cc(C)c2c1 (centres undefined)
→ -3%	0%	18%[10 µM]	-1%	-9%	?	7%
#5 O=C(NCc1ccco1)C1CCCN1C(=O)Nc1cccc(Cl)c1 (centres undefined)
→ 0%	-2%	-4%[10 µM]	5%	11%[9.22 µM]	/	19%
#6 COc1ccc(OC)c(S(=O)(=O)Nc2cccc(C(C)=O)c2)c1
→ -6%	1%	3%	-6%	-3%	-6%	1%
#7 O=C(O)c1cccc(CSc2n[nH]c(-c3ccc(Cl)cc3Cl)n2)c1
→ 3%	0%	-18%[1.9 µM]	-3%	17%[9.22 µM]	26%[46 µM]	25%
#8 Cc1cccc(CS(=O)(=O)Cc2ccc(C(=O)NCc3cccs3)o2)c1
→ -4%	-5%	2%	-5%	-11%	/	?
#9 CNC(=O)NC(=O)C(C)Oc1ccccc1F (centres undefined)
→ -1%	3%	6%	2%	-3%	?	1%
#10 c1coc(-c2ccnc(-c3ccncc3)n2)c1
→ -2%	1%	0%[10 µM]	-2%	-6%	-1%[46 µM]	5%
#11 Cc1cc(NC(=O)CSc2nc3cc(Cl)ccc3c(=O)n2CC(C)C)no1
→ -8%	5%	14%[10 µM]	-1%	16%	/	-2%
#12 CCNC(=S)NCc1ccc2c(c1)OCO2
→ 1%	-4%	/	-17%	-3%	-3%	2%
#13 O=C(CCCSc1nc2ccccc2[nH]1)NC1CCCCC1
→ -3%	1%	9%[10 µM]	-12%	-24%	/	6%
#14 CN1C(=O)c2ccccc2C(C(=O)NCc2ccco2)C1c1c[nH]c2ccccc12 (centres undefined)
→ 8%	-1%	-3%	-5%	-11%	1%	0%
#15 O=C(CNCc1ccccc1)Nc1ccc(Oc2ccccc2)cc1
→ -3%	22%	-43%[10 µM]	10%	-1%[9.22 µM]	2%[46 µM]	-8%
#16 CCC(C)c1ccccc1NC(=O)COC(=O)c1ccc2[nH]c3c(c2c1)CCCC3 (centres undefined)
→ -4%	-8%	-4%[0.074 µM]	-4%	3%	?	10%
#17 COc1ccc(Nc2nc(Cl)nc(NCc3ccco3)n2)cc1
→ 1%	1%	-11%	5%	3%	18%	11%
#18 CN(C)S(=O)(=O)c1ccc(C(=O)NCc2nnc(SCC(=O)Nc3ccc(F)cc3)n2-c2ccc(F)cc2)cc1
→ -15%	-25%	11%[10 µM]	?	0%	-8%	8%
#19 COc1ccc(/C=N/OC(=O)Nc2ccccc2)cc1[N+](=O)[O-]
→ -2%	8%	/	-3%	-9%	-5%	-3%
#20 O=C(COC(=O)c1c2ccccc2cc2ccccc12)Nc1ncc(C(F)(F)F)cc1Cl
→ -1%	15%	-3%	5%	-2%[9.22 µM]	-4%	3%
#21 CCOC(=O)C1=C(C)NC(SC)=C(C#N)C1CC(C)C (centres undefined)
→ -2%	8%	-50%[inhibitor][10 µM]	/	-31%[9.22 µM]	/	-16%
#22 Cc1c(C(=O)N(C)C)sc(NC(=O)c2cc([N+](=O)[O-])cc([N+](=O)[O-])c2)c1C#N
→ -6%	-5%	0%	0%	-14%	8%	2%
#23 CCN(CC)c1ccc(/C=N/NC(=O)OC)c(O)c1
→ -1%	-5%	-51%[inhibitor]	1%	-2%	0%	?
#24 COc1ccc(NC(=O)CSc2nnc(CCC(=O)O)c(=O)n2N)cc1
→ 3%	11%	4%	-18%	13%	/	-5%
#25 O=C(CCCC(=O)N1CCN(c2ccc([N+](=O)[O-])cc2)CC1)c1ccccc1
→ -3%	-13%	5%[10 µM]	-1%	-10%	-10%	2%
#26 Cc1ccc(-n2c(=O)c3ccccc3n(CC(=O)NCc3ccco3)c2=O)cc1
→ 9%	4%	-1%	-6%	16%	23%[46 µM]	-10%
#27 Cc1ccc(C)c2nc(SCC(=O)NCc3cccs3)c(C#N)cc12
→ -5%	-3%	-18%	6%	12%	11%	6%
#28 Cc1ccc(NC(=O)COc2ccccc2[N+](=O)[O-])nc1
→ 1%	9%	-18%[10 µM]	1%	-1%	17%[46 µM]	-1%
#29 O=S(=O)(c1ccc(Cl)c(NC(=S)N/N=C/c2ccc(O)cc2)c1)N1CCOCC1
→ 0%	-8%	-32%[0.074 µM]	-9%	-26%	?	1%
#30 Cc1ccc(C2=NOC(=O)/C2=C\c2ccc(C)o2)cc1
→ -1%	-27%	11%[10 µM]	/	-16%[9.22 µM]	/	-3%
#31 Cc1cccc(N(C)S(=O)(=O)c2ccc3[nH]cc(C(=O)N4CCOCC4)c(=O)c3c2)c1
→ 4%	-1%	-17%	13%	-11%	6%	5%
#32 Cc1cc2oc(=O)cc(C)c2c(=O)o1
→ -9%	5%	-13%[0.074 µM]	-4%	5%	24%	1%
#33 COc1ccc(NC(=O)C2C3C=CC(C3)C2C(=O)O)cc1 (centres undefined)
→ -5%	4%	19%[10 µM]	/	3%[9.22 µM]	/	-21%
#34 CCC1CCCCN1CC(=O)c1c(C)[nH]c2ccc(OC)cc12 (centres undefined)
→ 2%	1%	-3%[10 µM]	-10%	-16%[9.22 µM]	/	?
#35 Nc1ccc(CC2SC(=O)NC2=O)cc1 (centres undefined)
→ 4%	15%	7%	-6%	-9%	-9%	7%
#36 Cc1cccc2sc(N(CCCN(C)C)C(=O)CN3C(=O)c4ccccc4C3=O)nc12
→ 2%	-3%	-14%	?	-3%	?	-18%
#37 Nc1cc(=O)[nH]c(SCC(=O)Nc2ccc3c(c2)CCC3)n1
→ -5%	?	/	-1%	15%	/	1%
#38 CN1CCN(C2=Nc3c(Cl)cc(Cl)c4cccc2c34)CC1
→ -2%	-26%	-47%	-4%	-30%	/	-1%
#39 CCOC(=O)c1nn(-c2ccccc2)c2nnc(Cc3ccccc3)c(=O)n12
→ -4%	14%	/	8%	5%	10%	-1%
#40 CC(Sc1nc(-c2ccccc2)cc(C(F)(F)F)n1)C(=O)NCCN1CCOCC1 (centres undefined)
→ 1%	6%	-7%[10 µM]	-5%	-5%	6%	8%
#41 CCCn1nnc(NC(=O)c2ccc([N+](=O)[O-])cc2Cl)n1
→ 0%	2%	-8%[10 µM]	-7%	-27%[9.22 µM]	1%[46 µM]	2%
#42 COC(=O)c1ccccc1NC(=O)CS(=O)(=O)Cc1nc(-c2ccc(C)cc2)oc1C
→ 2%	2%	-1%	-9%[15.4 µM]	?	2%	-2%
#43 CN(c1ccccc1)S(=O)(=O)c1cccc(NC(=O)c2cc(=O)c3ccccc3o2)c1
→ -3%	-9%	-123%[inhibitor]	?	13µM*	?	-6%
#44 CC(C)CNC(=O)c1ccccc1SCC(=O)NC12CC3CC(CC(C3)C1)C2
→ -13%	-4%	-2%[10 µM]	7%	21%	?	9%
#45 COc1ccc(/C=N/NC(=S)Nc2cc(C(F)(F)F)ccc2Cl)cc1
→ -2%	4%	11%[10 µM]	/	10%[9.22 µM]	/	-1%
#46 N#CCC(=O)N/N=C/c1cn(Cc2ccc(Cl)c(Cl)c2)c2ccccc12
→ -4%	0%	-16%[10 µM]	-7%[15.4 µM]	-15%[9.22 µM]	/	7%
#47 O=C(NCCN1CCOCC1)c1cc(Sc2cccc(Cl)c2)nc2ccccc12
→ -5%	4%	1%[10 µM]	-1%	?	-14%	13%
#48 O=C(Nc1ccccc1)/C(=C/c1ccc2c(c1)OCO2)NC(=O)c1ccco1
→ -9%	-10%	6%[10 µM]	0%	-19%	-13%	1%
#49 Cc1cc(-c2nn(-c3ccccc3F)cc2CNCCc2cnccn2)c(C)s1
→ 5%	-4%	-17%[10 µM]	?	-5%[9.22 µM]	-9%[46 µM]	-7%
#50 CCc1cc(N2CCOCC2)cc2c1[nH]c1ccccc12
→ 10%	-15%	-7%	14%	-4%	3%	7%
#51 Cc1cc(C(F)F)n2ncc(C(=O)NCCc3ccc(Cl)cc3)c2n1
→ 2%	1%	11%	-4%	2%	-8%	-3%
#52 Clc1ccc2c(c1)c1cc(Cl)ccc1n2CN1CCOCC1
→ -4%	-2%	7%[10 µM]	-8%	?	1%	-7%
#53 CCC(=O)NC1(C(F)(F)F)C(=O)Nc2c1c(=O)n(C)c(=O)n2C (centres undefined)
→ -8%	3%	-2%	-1%	1%	-1%	-3%
#54 Cc1ccc(N(C(=O)CS(=O)CC(=O)Nc2ccc(F)cc2)C(C(=O)NC2CCCCC2)c2ccco2)cc1 (centres undefined)
→ 2%	-2%	-22%[10 µM]	4%	-5%	-5%	7%
#55 O=C(O)[C@@H](O)[C@@H](O)[C@@H](O[C@H]1O[C@@H](CO)[C@@H](O)[C@@H](O)[C@@H]1O)[C@@H](O)CO
→ -10%[29.1 µM]	2%[21.7 µM]	-53%[inhibitor][17.1 µM]	/	/	-10%	/
#56 N#C/C(=N\Nc1cccc(Cl)c1)C(=O)c1ccccc1
→ -2%	-23%	-66%[inhibitor]	-10%	3.5µM*	?	3%
#57 CCOc1ccc2nc(N/C(N)=N/C(=S)Nc3cccc(OC)c3)nc(C)c2c1
→ -4%	-3%	27%[10 µM]	/	26%[9.22 µM]	/	2%
#58 COc1ccc(OC)c(-c2nc3ccccc3nc2-c2ccccc2)c1
→ -3%	?	-7%[10 µM]	-9%	2%[9.22 µM]	/	-5%
#59 Cc1cccc(Sc2c([N+](=O)[O-])ncn2C)c1
→ -10%	-3%	24%	10%	10%	-4%	2%
#60 Cc1ccc(C)c(NS(=O)(=O)c2ccc3[nH]c(=O)oc3c2)c1
→ 0%	6%	-44%[inhibitor]	?	8%	/	8%
#61 O=C(NC1CC1)C1=C[C@H](C2CC2)C[C@H](OCCCCO)O1
→ -5%	6%	1%[10 µM]	/	7%[9.22 µM]	/	-7%
#62 CCOC(=O)N1CCN(c2nc(-c3cccs3)cc(C(F)(F)F)n2)CC1
→ -6%	3%	20%	-18%	-1%	-2%	8%
